# human PMI inhibition – inhibitors of human PMI, primary screen, biochemical, fluorescence intensity, coupled assay (AID 1209); purified PMI enzyme, coupled fluorescence intensity; higher % means a stronger effect; inhibition, % at 20 µM; hits with a dose series show IC50 in µM; hit rate 0.42% among 190,000;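 note: plate controls were DMSO vehicle for no effect and wells lacking substrate for full effect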
# XIAP displacement – XIAP antagonists, biochemical, IAP family, fluorescence polarization (AID 1018) | XIAP BIR domain, fluorescence polarization peptide displacement; higher % means a stronger effect | displacement, % at 20 µM, or IC50 in µM where a hit was titrated | hit rate 0.007% among 200,000; in the data active = displacement above about 50%; note: a part of the inactive calls stands beside numbers as strong as those of hits
# M17LAP inhibition – P. falciparum M17LAP inhibitors, primary screen, biochemical, fluorogenic H-Leu-NHMec substrate, 1536-well (AID 1619); recombinant M17LAP, H-Leu-NHMec fluorogenic kinetic assay; higher % means a stronger effect; inhibition, % at 30 µM, or IC50 in µM where a hit was titrated; hit rate 0.38% among 220,000;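 active = compound inhibiting the enzyme by more than half at any dose during confirmatory dose-response retesting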;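 note: plate controls were full reaction with DMSO carrier for no effect and no enzyme background for full effect; strong numbers were not always called active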
# Lipid droplet – hepatic lipid droplet formation modulation; hit rate 0.4% among 240,000; AML12 mouse hepatocytes, oleate lipid droplets, BODIPY imaging; inhibition, % at 6.5 µM; AID 1656;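 active = lipid droplet intensity inhibited by at least 50%, with more than 500 cells counted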
#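 Assay system: AML12 hepatocytes (mouse); Probe or stimulus: oleic acid at 100 µM to induce lipid droplet formation; Dosing: compound at 6.5 µM only; Schedule: compound with oleate, overnight; Detection: fluorescence imaging, 20x objective, two fields per well; Measure: % inhibition of lipid droplet signal.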
# SIAH1 antagonists – blockers of Siah-1 interaction with plectin peptide – biochemical, fluorescence polarization, rhodamine-plectin, uHTS, primary screen (AID 1817). Siah-1 / rhodamine-plectin peptide fluorescence polarization; higher % means a stronger effect. displacement, % at 20 µM; hits with a dose series show IC50 in µM. hit rate 0.02% among 290,000;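 active = displacement of at least 50% at 20 µM, with a fluorescence ratio check between 0.3 and a set limit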;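 note: plate controls were Siah plus tracer with DMSO for no effect and tracer alone without Siah for full effect; strong numbers were not always called active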
# UTI89 phage lysis – protection from phage-mediated lysis, alamar blue read-out – E. coli UTI89, K1F phage, bacterial capsule biogenesis inhibitors (AID 488966) | E. coli UTI89 K1F phage lysis, alamar blue, 2 h; higher % means a stronger effect | hit rate 0.02% among 340,000 | one-dose inhibition, % at 100 µM; IC50 in µM for titrated hits;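 active = phage lysis inhibition, versus mean bacterial control, above a set limit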;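 note: capsule biogenesis inhibitors block K1F phage lysis so surviving cells raise fluorescence; higher fluorescence means more inhibition of phage lysis; actives were called in the ten point dose series up to 300 µM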
# P. falciparum M1AAP – malaria alanyl aminopeptidase activity blockers – biochemical, fluorogenic H-Leu-NHMec substrate, 1536-well (AID 1445) | recombinant M1AAP, H-Leu-NHMec fluorogenic kinetic assay; higher % means a stronger effect | inhibition, % at 30 µM; hits with a dose series show IC50 in µM | hit rate 0.42% among 220,000;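 active = primary inhibition above the hit cutoff, then over 50% inhibition at one or more dose response concentrations, cut at about 23% in these data, passing the limit was not always enough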;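 note: plate controls were DMSO full reaction for no effect and no enzyme background for full effect; strong numbers were not always called active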
# PMI inhibition – human PMI inhibitors, high substrate, primary screen, biochemical, fluorescence intensity, high mannose 6-phosphate (AID 1220). hit rate 0.66% among 190,000. inhibition, % at 20 µM; hits with a dose series show IC50 in µM. recombinant PMI enzyme, coupled fluorescence intensity; higher % means a stronger effect
# TNAP activators – stimulation of alkaline phosphatase TNAP activity – biochemical, luminescent, no phosphate acceptor, uHTS, primary screen (AID 1001) | purified TNAP, luminescent activation assay, no phosphate acceptor; higher activation fold means a stronger effect | activation fold at 20 µM; hits with a dose series show EC50 in µM | hit rate 0.03% among 200,000; in the data active = activation fold from about 3, or a potency from the dose series; inactive = the rest, 99 in 100 with activation fold below about 1.6; note: many of its hits are not listed in these tables
# Lipid droplet cells 6.5 µM – also measured in Lipid droplet; calls as there; cell count; measured here: cell count, cytotoxicity flag;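 cells counted across two imaged fields per well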
# An asterisk follows results filed as active; / = no result given; [ ] = another dose, or the depositor's remark. Cut-off read from the data, not from the text of the source, unless noted: active = inhibition above about 50%; inactive = the rest.
nr	molecule	UTI89 phage lysis	TNAP activators	SIAH1 antagonists	PMI inhibition	M17LAP inhibition	P. falciparum M1AAP	Lipid droplet	XIAP displacement	Lipid droplet cells 6.5 µM	human PMI inhibition
1	CCC(C)(C)NC(=O)CN(C(=O)CCC(=O)Nc1ccccn1)c1ccc(F)c(Cl)c1	-0.3%	1.1	1%	-1%	7%	3%	-6	-19%	726	9%
2	CCOc1ccc(NC(=O)/C=C/c2ccc(OC)cc2)c([N+](=O)[O-])c1	0.2%	1	10%	2%	10%	0%	-2	-3.2%	708	-4%
3	COc1ccc(N2CCCn3c2nc2c3c(=O)n(CCN3CCOCC3)c(=O)n2C)cc1	1.5%	1.1	-2%	1%	/	/	/	-2.0%	/	4%
4	CC1=CSC2=NC(=O)/C(=C/c3cccc(OC(=O)c4ccco4)c3)C(=N)N12	-15%	1	-5%	15%	26%	8%	6	-7.1%	667	1%
5	COc1cccc(C(=O)Nc2ccc(C(F)(F)F)n(C)c2=O)c1	-0.1%	1.1	-2%	10%	12%	1%	14	-3.1%	725	11%
6	O=C(COC(=O)CNC(=O)c1ccccc1F)Nc1cccc(S(=O)(=O)N2CCCCCC2)c1	0.8%	1.1	9%	11%	15%	6%	-18	-3.8%	651	10%
7	C/C(=N/NC(=O)C1CCN(S(=O)(=O)c2ccc(C)cc2)CC1)c1cccc([N+](=O)[O-])c1	1.9%	1	-2%	10%	-8%	9%	-4	-5.3%	629	20%
8	CCCCC(CC)CNC(=O)Cn1c(=O)[nH]c2ccsc2c1=O (stereo not given)	-0.1%	1	8%	-20%	11%	2%	1	-4.2%	714	-24%
9	O=C(NCCN1CCOCC1)c1ccccc1Oc1ccccc1	7.7%	1	-2%	-4%	9%	5%	8	-3.3%	775	0%
10	CCCc1cc(C(=O)Nc2cnn(Cc3ccc(F)cc3)c2)no1	0.3%[50 µM]	/	11%	/	9%	0%	-5	/	695	/
11	CC(C)(C)n1ncc2c(=O)n(CC(=O)NCc3ccco3)cnc21	-0.1%	1.1	-3%	-25%	14%	8%	0	-8.5%	794	-26%
12	Cc1cc(C)c2c(N)c(C(=O)c3ccc(Cl)cc3)sc2n1	4.0%	1	4%	-4%	-12%	0%	1	-0.5%	720	2%
13	COc1cc(NC(=O)C2CCCO2)c(OC)cc1NC(=O)c1ccccc1 (stereo not given)	0.0%	1.1	3%	8%	9%	15%	-5	-3.4%	744	11%
14	N#CC1=C(N)OC2=C(CC/C2=C\c2ccc(F)cc2)C1c1ccc(F)cc1 (stereo not given)	/	1	5%	27%	0%	5%	25	-3.6%	626	14%
15	COC(=O)c1ccc(CSc2nnc(Nc3cccc(OC)c3)s2)o1	-0.2%	1.1	4%	1%	13%	-2%	/	-7.7%	/	11%
16	CCC(=O)c1ccc(OCC(=O)O)cc1	0.6%	1.1	-2%	20%	3%	0%	/	-3.1%	/	1%
17	O=S(=O)(NCC1CCCO1)c1ccc(Br)s1 (stereo not given)	-3.1%	1.1	-2%	-4%	3%	4%	-4	1.6%	759	-5%
18	COc1ccccc1NC(=O)CN(Cc1ccco1)C(=O)c1ccc(=O)[nH]c1	1.0%[50 µM]	/	-2%	/	-3%	0%	-5	/	712	/
19	CN(C)CCNc1nc(-c2ccccc2)nnc1C(F)(F)F	0.9%	1.1	2%	-6%	6%	-3%	/	-1.6%	/	3%
20	Cc1cc(C(=O)Nc2sc3c(c2C#N)CCCC3)no1	-1.7%	1.1	4%	9%	2%	9%	-1	-9.3%	680	25%
21	O=[N+]([O-])c1cc(S(=O)(=O)N2CCCC2)ccc1N/N=C/c1cccs1	0.4%	1	-3%	6%	-8%	0%	15	3.5%	719	8%
22	C=CCN1C=CC(=O)CC1	-0.8%	/	10%	/	-5%	4%	5	/	710	/
23	CC(C)(C)NC(=O)C(c1ccco1)N(C(=O)Cn1nnc(-c2ccc(F)cc2)n1)c1cccc(F)c1 (stereo not given)	9.3%	1.1	2%	19%	7%	6%	-4	-4.0%	729	6%
24	CN(C(=O)c1ccno1)c1nnc(-c2cnccn2)s1	2.2%	1.1	-2%	9%	3%	10%	-6	-4.6%	562	8%
25	Cn1cc(Cl)c(C(=O)Nc2nc3ccc([N+](=O)[O-])cc3s2)n1	0.3%	1.2	11%	-7%	11%	-3%	0	-3.0%	688	-1%
26	COc1ccc(NC(=O)c2ccc3nc(-c4ccccc4)c(-c4ccccc4)nc3c2)c(OC)c1	3.6%	1	-3%	-1%	-2%	-1%	-8	-4.4%	645	5%
27	CC(C)(C)C(=O)NC(=S)Nc1ccccc1N1CCCC1	0.0%	1	-5%	-6%	-20%	5%	8	2.1%	705	0%
28	CCSc1nnc(NC(=O)CSc2nnc(CNC(=O)c3cc(OC)c(OC)c(OC)c3)o2)s1	-0.7%	1.2	3%	-17%	6%	18%	-1	-3.8%	528	-6%
29	O=C1CSC(c2cccc([N+](=O)[O-])c2)N1c1ccccc1F (stereo not given)	-0.2%	1.1	7%	9%	-1%	-3%	5	2.5%	700	-2%
30	O=C(OC1CCCCC1)c1ccc(NC(=O)c2ccco2)cc1	0.7%[50 µM]	1.1	-2%	9%	-2%	-3%	13	-9.6%	656	12%
31	Cc1ccc(CSc2nnc(SCC(=O)N/N=C/C=C/c3ccco3)s2)cc1	0.6%	1.1	16%	-14%	-3%	6%	-1	-1.3%	467	-24%
32	Cc1nc2nc(COc3ccccc3)[nH]n2c(=O)c1Cl	-0.9%	1	0%	2%	-1%	4%	-2	-8.2%	783	12%
33	Nc1ccnn1-c1ccccc1	0.1%	/	2%	/	1%	-1%	-6	/	688	/
34	Cc1nc2ccccc2c2c(N)c3ccccc3n12	0.1%	1	4%	11%	-10%	2%	8	-4.4%	649	25%
35	O=C(Oc1nsnc1N1CCOCC1)c1ccccc1	0.1%	1.1	3%	-9%	-4%	3%	-3	-5.1%	786	-4%
36	COc1ccc(OCC(=O)OC2CCCN(C)C2)cc1 (stereo not given)	4.8%	/	4%	/	3%	0%	-3	/	737	/
37	O=C(O)CCN1C(=O)C2C3CC(C2C1=O)C1C(c2ccccc2)c2sc(=O)n(-c4ccccc4)c2SC31 (stereo not given)	-0.3%	1.1	-8%	-8%	35%	4%	-77	3.2%	742	-7%
38	CCc1nc2ccccc2n1Cc1cc(=O)n2cc(C)ccc2n1	-1.0%	1.2	1%	2%	2%	6%	/	1.7%	/	4%
39	C=CSc1sc(Cl)c(N(CC)CC)c1[N+](=O)[O-]	/	1	8%	-27%	9%	4%	1	-1.2%	700	-23%
40	COCc1cc(C)n(CC(=O)Nc2ccccc2OC)c(=O)c1C#N	1.0%	1.1	4%	3%	10%	14%	/	-0.5%	/	3%
41	CCN(CC)C(=O)COc1ccc(-c2ccccc2)cc1	1.0%	1.1	-2%	1%	19%	-3%	/	-2.5%	/	-3%
42	CC(C)Cn1cc(C(=O)N2CCOCC2)c2c3ccccc3n(C)c2c1=O	1.3%	1.1	6%	7%	-70%	17%	/	-7.1%	/	2%
43	O=C(CCc1ccccc1)Nc1nnc(-c2ccccn2)o1	1.9%	1.3	0%	-7%	12%	-4%	-8	-2.1%	687	-2%
44	CCN1CCN(Cc2ccc(NC(=O)c3ccc(C)c(NC(=O)c4cccc5[nH]ccc45)c3)cc2C(F)(F)F)CC1	1.3%	/	1%	/	-16%	0%	13	/	721	/
45	COc1ccc(Cc2nnc(SCC(=O)NCc3ccco3)o2)cc1	-0.3%	1.1	-1%	4%	25%	18%	16	-4.0%	661	6%
46	O=C(CN1CCN(c2ccc([N+](=O)[O-])cc2)CC1)Nc1ccccn1	2.4%	0.9	2%	11%	7%	14%	0	-1.2%	730	4%
47	O=C(O)CSc1nnc(-c2ccc3c(c2)OCO3)n1-c1ccccc1	-0.1%	1.1	12%	-13%	23%	-8%	-4	-8.7%	686	-12%
48	CC(=O)c1ccc(-n2nnnc2SCC(=O)N2CCN(C(=O)c3ccco3)CC2)cc1	1.0%	1.1	2%	-2%	8%	1%	/	0.5%	/	-2%
49	CCOC(=O)NC(=O)/C(C#N)=C\c1ccccc1	0.1%	1.1	1%	18%	14%	0%	4	-4.6%	690	53%*

# Reformatted: entries from further up
40: COCc1cc(C)n(CC(=O)Nc2ccccc2OC)c(=O)c1C#N
41: CCN(CC)C(=O)COc1ccc(-c2ccccc2)cc1
42: CC(C)Cn1cc(C(=O)N2CCOCC2)c2c3ccccc3n(C)c2c1=O
43: O=C(CCc1ccccc1)Nc1nnc(-c2ccccn2)o1
44: CCN1CCN(Cc2ccc(NC(=O)c3ccc(C)c(NC(=O)c4cccc5[nH]ccc45)c3)cc2C(F)(F)F)CC1
45: COc1ccc(Cc2nnc(SCC(=O)NCc3ccco3)o2)cc1
46: O=C(CN1CCN(c2ccc([N+](=O)[O-])cc2)CC1)Nc1ccccn1
47: O=C(O)CSc1nnc(-c2ccc3c(c2)OCO3)n1-c1ccccc1
compound no.,40,41,42,43,44,45,46,47
UTI89 phage lysis,1.0%,1.0%,1.3%,1.9%,1.3%,-0.3%,2.4%,-0.1%
TNAP activators,1.1,1.1,1.1,1.3,/,1.1,0.9,1.1
SIAH1 antagonists,4%,-2%,6%,0%,1%,-1%,2%,12%
PMI inhibition,3%,1%,7%,-7%,/,4%,11%,-13%
M17LAP inhibition,10%,19%,-70%,12%,-16%,25%,7%,23%
P. falciparum M1AAP,14%,-3%,17%,-4%,0%,18%,14%,-8%
Lipid droplet,/,/,/,-8,13,16,0,-4
XIAP displacement,-0.5%,-2.5%,-7.1%,-2.1%,/,-4.0%,-1.2%,-8.7%
Lipid droplet cells 6.5 µM,/,/,/,687,721,661,730,686
human PMI inhibition,3%,-3%,2%,-2%,/,6%,4%,-12%

48: CC(=O)c1ccc(-n2nnnc2SCC(=O)N2CCN(C(=O)c3ccco3)CC2)cc1
49: CCOC(=O)NC(=O)/C(C#N)=C\c1ccccc1
compound no.,48,49
UTI89 phage lysis,1.0%,0.1%
TNAP activators,1.1,1.1
SIAH1 antagonists,2%,1%
PMI inhibition,-2%,18%
M17LAP inhibition,8%,14%
P. falciparum M1AAP,1%,0%
Lipid droplet,/,4
XIAP displacement,0.5%,-4.6%
Lipid droplet cells 6.5 µM,/,690
human PMI inhibition,-2%,53%*

# Screening data deposited in PubChem by several laboratories.
